# Source: PubChem
# CHRM4 agonist – agonists of human muscarinic M4 receptor (CHRM4); P08173; CHO-K1 hM4/Gqi5, Fluo-8 calcium fluorescence; vehicle 0%, full acetylcholine response 100%; activation, % at 3 µM; 360,000 tested, 0.14% active; AID 624127;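 active = activation above the run mean over all test wells plus 3 SD, cut at about 32% in these data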;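 note: peak over basal fluorescence ratio per well then scaled between controls; 0% = DMSO wells and 100% = acetylcholine at EC100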
# Target sequence (P08173 whole entry, looked up): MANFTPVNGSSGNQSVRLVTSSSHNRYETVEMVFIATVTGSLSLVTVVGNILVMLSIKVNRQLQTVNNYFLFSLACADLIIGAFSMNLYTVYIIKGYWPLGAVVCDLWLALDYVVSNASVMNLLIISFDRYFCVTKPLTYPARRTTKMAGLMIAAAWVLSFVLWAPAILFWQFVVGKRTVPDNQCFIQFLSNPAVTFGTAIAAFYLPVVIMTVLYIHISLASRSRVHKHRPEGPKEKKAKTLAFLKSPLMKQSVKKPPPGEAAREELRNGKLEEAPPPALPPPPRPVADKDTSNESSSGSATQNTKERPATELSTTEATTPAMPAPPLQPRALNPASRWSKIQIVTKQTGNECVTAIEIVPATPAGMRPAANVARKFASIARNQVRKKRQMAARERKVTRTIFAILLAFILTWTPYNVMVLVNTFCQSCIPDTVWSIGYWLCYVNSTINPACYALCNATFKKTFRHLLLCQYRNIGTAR
# CRFBP-R2 block – blocks CRF-induced signaling of the CRF-BP/CRF-R2 complex | HEK293 CRF-R2/CRF-BP, CRF-induced calcium fluorescence | inhibition, % at 11.8 µM | 350,000 tested, 0.59% active | AID 588475;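 active = inhibition of the ligand-induced calcium signal above about 50% at the single tested concentration, limit read from the data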
# CHRM5 PAM – positive allosteric modulators of human muscarinic M5 receptor | P08912 | CHO-K1 hM5, Fluo-8 calcium, ACh EC20 PAM; 0% = ACh EC20, 100% = ACh EC100 | activation, % at 3 µM | 360,000 tested, 0.3% active | AID 624038;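 active = activation above the run cutoff, the mean activation of all test compounds plus 3 SD, cut at about 18% in these data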
# Target sequence (P08912 whole entry, looked up): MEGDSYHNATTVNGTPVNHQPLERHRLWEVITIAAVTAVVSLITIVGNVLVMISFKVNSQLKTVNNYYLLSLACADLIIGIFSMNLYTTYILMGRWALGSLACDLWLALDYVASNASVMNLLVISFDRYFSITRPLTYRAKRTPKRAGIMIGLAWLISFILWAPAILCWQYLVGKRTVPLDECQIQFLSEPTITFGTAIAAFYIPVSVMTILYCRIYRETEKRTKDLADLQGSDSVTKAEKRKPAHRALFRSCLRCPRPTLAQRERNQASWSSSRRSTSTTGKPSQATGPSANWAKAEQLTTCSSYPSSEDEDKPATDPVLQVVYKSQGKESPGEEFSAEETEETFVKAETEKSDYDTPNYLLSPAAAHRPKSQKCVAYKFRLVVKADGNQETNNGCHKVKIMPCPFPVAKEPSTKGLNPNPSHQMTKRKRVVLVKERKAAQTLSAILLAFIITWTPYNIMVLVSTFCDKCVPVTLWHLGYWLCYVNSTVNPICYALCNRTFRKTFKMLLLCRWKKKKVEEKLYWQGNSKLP
#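 system = human M5 receptor in CHO-K1 cells | reagent = EC20 acetylcholine as agonist stimulus | compound dosing = single-point, 3 µM nominal | incubation = Fluo-8 loading 80 min at 37 °C plus 30 min room temperature | detection = Fluo-8 calcium dye fluorescence, kinetic read | benchmarks = low control EC20 acetylcholine (0%), high control EC100 acetylcholine (100%)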
# M4 PAM – positive allosteric modulators of human muscarinic M4 receptor. P08173. CHO-K1 hM4/Gqi5, Fluo-8 calcium fluorescence, ACh EC20; 0% = ACh EC20, 100% = maximal ACh. activation, % at 3 µM. 360,000 tested, 0.4% active. AID 624126;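 active = activation above its plate's cutoff, the mean activation of sample wells plus 3 SD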; note: some results filed as inactive read as strong as hits
# CHRM4 antagonist – blocks acetylcholine activation of human M4 receptor; P08173; CHO-hM4 cells, ACh EC80, Fluo-8 calcium fluorescence; inhibition, % at 3 µM; 360,000 tested, 0.73% active;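 active = inhibition above its plate's cutoff, the mean inhibition of sample wells plus 3 SD, cut at about 27% in these data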;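 note: 0% = acetylcholine EC80 with DMSO and 100% = DMSO without agonist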
# CRFR2-BP ag – agonists of human CRF-binding protein/CRF-R2 receptor complex. activation, % at 13.2 µM. HEK293 CRF-R2/CRF-BP, calcium dye fluorescence (FLIPR); percent of saturating CRF peptide response. 350,000 tested, 0.46% active. AID 588473;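 active = activation of at least 50%, plus an integration ratio under a set limit after plate pattern correction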;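 note: plate controls were neutral control wells without compound for no effect and CRF at EC100 for full effect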
# M5 ag – CHRM5 agonism in calcium assay | CHO-K1 hM5 cells, Fluo-8 calcium fluorescence; 0% DMSO wells, 100% maximal acetylcholine response | 360,000 tested, 0.19% active | activation, % at 3 µM;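 active = activation above the run's mean over test compounds plus 3 SD, cut at about 23% in these data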;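 note: signal is peak over basal fluorescence ratio across the kinetic read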
# CHRM5 antagonist – CHRM5 antagonism in calcium assay. P08912. CHO-hM5 cells, Fluo-8 calcium fluorescence, ACh EC80. inhibition, % at 3 µM. 360,000 tested, 0.59% active;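 active = inhibition above a per-plate cutoff, the mean of that plate's test compounds plus 3 SD, cut at about 27% in these data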;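 note: 0% = acetylcholine EC80 with DMSO and 100% = DMSO without agonist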
# CHRM1 PAM – human CHRM1 positive allosteric modulation; P11229; CHO-K1 hM1, Fluo-8 calcium fluorescence, ACh EC20; 0% = ACh EC20, 100% = maximal ACh; activation, % at 3 µM; 360,000 tested, 0.088% active; AID 588819; in the data active = activation above about 19%, passing the limit was not always enough
# Starred values were filed as active, the others as inactive; / = not tested or not shown.
item	mol	CHRM4 agonist	CRFBP-R2 block	CHRM5 PAM	M4 PAM	CHRM4 antagonist	CRFR2-BP ag	M5 ag	CHRM5 antagonist	CHRM1 PAM
1	CC(C)(C)C(=O)NC1CCN(S(=O)(=O)c2cccc(C(F)(F)F)c2)CC1	1	-10	-4	5	-5	-1.9	-6	3	8
2	COc1ccc(/C=N/NC(C)(C)C)c(OC)c1	0	7	0	-4	3	0.3	1	8	3
3	Cc1cccc2cc3c(NC(=O)c4ccccn4)nn(C)c3nc12	2	6	0	2	-12	0.0	1	9	-5
4	COCCOC(=O)CSc1ncccc1-c1nc2cc(C)c(C)cc2[nH]1	4	11	-1	2	-5	1.2	0	11	14
5	Cc1ccccc1C(=O)NC(C)C1CC2CCC1C2 (stereo unspecified)	2	4	0	12	2	0.5	-2	3	2
6	CCCCn1c(N)c(N(CC(C)C)C(=O)c2ccc(S(=O)(=O)N3CCCCCC3)cc2)c(=O)[nH]c1=O	1	-16	3	11	-1	2.9	2	7	7
7	O=C(CSc1ccc(-c2ccc(F)cc2)nn1)NCC1CCCO1 (stereo unspecified)	1	3	10	-5	6	-5.2	-2	-10	9
8	COc1ccc(N2C(=O)CC(Sc3nnc(-c4ccccc4)o3)C2=O)cc1 (stereo unspecified)	4	-1	-5	-2	-1	0.7	-2	3	9
9	Cc1nc2ccccc2c(=O)n1CC(=O)N1CCOCC1	2	-1	-4	2	8	-1.3	-6	-7	1
10	Clc1cccc(-c2nnc(SC/C=C/c3ccccc3)n2Cc2ccco2)c1	-2	60*	-11	-11	-5	8.5	-3	9	1
11	O=c1c2ccccc2nc2ccc(NCc3ccco3)nn12	1	3	-5	7	0	5.7	-2	0	4
12	CCN(CC(=O)Nc1c(F)cccc1F)C(=O)c1ccc2c(c1)S(=O)(=O)N=C1CCCCCN12	-1	1	4	-3	-2	-0.1	3	3	0
13	O=S1(=O)N=C(N/N=C/C=C/c2ccccc2)c2ccccc21	2	13	-5	-2	-3	-1.2	-1	-1	5
14	COc1cc(C(=O)NCCCOC(C)C)ccc1OC1CCN(C(C)=O)CC1	1	5	-4	2	1	0.2	-4	2	9
15	CCOc1ccc(CCNC(=O)C2CCN(C(=O)N(C)C)CC2)cc1OCC	0	-10	3	14	-3	-2.0	-2	-3	9
16	CCNC(=O)CN(c1ccccc1OC)S(=O)(=O)c1cccs1	0	3	-7	-4	7	-1.0	0	4	5
17	O=C(NC1CCCCCC1)C1CCN(S(=O)(=O)c2ccccc2)CC1	0	-14	1	5	8	0.3	0	0	7
18	COc1ccc(N(CC(=O)NC2CCCC2)C(=O)Cn2nnc(-c3ccc(C)cc3)n2)cc1OC	2	8	10	11	-2	-0.8	3	-7	18
19	Nc1nc(C2CC2)c(Sc2sc(N)nc2C2CC2)s1	10	-29	-7	-2	21	2.9	3	-1	3
20	CCOC(=O)C1Cc2c([nH]c3ccccc23)C(C)N1 (stereo unspecified)	0	-20	-3	2	1	-0.1	2	0	1
21	CCc1nc(C)cn1S(=O)(=O)c1cc(F)ccc1OC	0	-25	0	6	-2	2.4	0	-11	8
22	CN(CC(=O)NCc1ccncc1)S(=O)(=O)c1ccc(F)cc1	0	5	-2	13	-8	7.0	1	4	9
23	O=C(COC(=O)c1nc(Cl)ccc1Cl)Nc1ccc(Cl)cc1	4	-8	-3	22*	-9	0.1	-8	3	6
24	CC(=O)C[C@@H](O)CC(=O)[C@@H]1OC(=O)[C@@H](C)CCCCc2ccccc21	0	-20	4	7	-9	-3.2	1	-9	7
25	CC(=O)c1ccc(Nc2nc(=O)c3cccnc3s2)cc1	1	14	-4	-2	4	-1.1	-1	1	11

# Random excerpt: two compounds from above
item	mol	CHRM4 agonist	CRFBP-R2 block	CHRM5 PAM	M4 PAM	CHRM4 antagonist	CRFR2-BP ag	M5 ag	CHRM5 antagonist	CHRM1 PAM
2	COc1ccc(/C=N/NC(C)(C)C)c(OC)c1	0	7	0	-4	3	0.3	1	8	3
12	CCN(CC(=O)Nc1c(F)cccc1F)C(=O)c1ccc2c(c1)S(=O)(=O)N=C1CCCCCN12	-1	1	4	-3	-2	-0.1	3	3	0

# Back to the main list, starting three compounds before the break.
item	mol	CHRM4 agonist	CRFBP-R2 block	CHRM5 PAM	M4 PAM	CHRM4 antagonist	CRFR2-BP ag	M5 ag	CHRM5 antagonist	CHRM1 PAM
23	O=C(COC(=O)c1nc(Cl)ccc1Cl)Nc1ccc(Cl)cc1	4	-8	-3	22*	-9	0.1	-8	3	6
24	CC(=O)C[C@@H](O)CC(=O)[C@@H]1OC(=O)[C@@H](C)CCCCc2ccccc21	0	-20	4	7	-9	-3.2	1	-9	7
25	CC(=O)c1ccc(Nc2nc(=O)c3cccnc3s2)cc1	1	14	-4	-2	4	-1.1	-1	1	11
26	O=C(Nc1ccc(N2CCOCC2)cc1)c1ccc([N+](=O)[O-])o1	2	5	-1	-1	10	0.0	-1	8	10
27	O=C(O)Cn1c(SC2CCCCC2)nc2ccccc21	0	-8	-2	-2	5	0.9	-1	5	1
28	CCOC(=O)CCn1nc(-c2ccc(C)cc2)c2ccccc2c1=O	0	20	3	-6	-6	-8.4	-6	8	3
29	CC(C)c1cc(C(F)(F)F)nc(NNc2nc(C(C)C)cc(C(F)(F)F)n2)n1	-1	54*	3	2	0	-0.1	0	2	-4
30	CCc1ccccc1NC(=O)CN1CCN(C(=O)CCC(=O)N2CCC(c3ccccc3)=N2)CC1	8	-50	7	5	0	-1.0	2	-3	3
31	CCCN(CC(=O)NC(=O)NCc1ccccc1)CC(=O)Nc1ccc(F)c(F)c1F	0	-8	2	8	-6	-0.3	1	3	5
32	COc1ccc(OCC(=O)N/N=C(\C)c2cccs2)cc1	1	-3	6	19	-5	-0.2	-2	-1	4
33	O=C(N/N=C/c1ccncc1)c1ccc(OCc2ccccc2)cc1	3	12	-12	-4	-12	-3.8	11	6	1
34	CCCCn1c(C)cc(C)c(S(=O)(=O)c2ccccc2C)c1=O	-1	22	1	-1	-5	1.6	-12	2	-1
35	O=C(Nc1nccs1)c1ccc(COc2c(F)c(F)cc(F)c2F)cc1	21	-14	-12	-13	2	0.1	2	10	-11
36	Cc1ccc(S(=O)(=O)N(C)CC(=O)NCCCn2nc(C)cc2C)cc1	0	-5	2	2	10	-0.1	-3	8	11
37	COc1ccc(NC(=O)CN(C)C2CCCCC2)cc1Cl	2	2	0	2	-10	-0.1	-4	3	6
38	COCCNC(=O)C1(C)CCCN(Cc2cc3ccccc3o2)C1 (stereo unspecified)	1	/	-4	5	-4	/	-1	2	6
39	Cc1nc(SCC(=O)N(CC(C)C)C2CCS(=O)(=O)C2)c2c(C)c(C)sc2n1 (stereo unspecified)	1	5	-1	17	-13	0.5	-5	5	10
40	COc1cc([N+](=O)[O-])ccc1NC(=O)NNC(=O)CCc1ccccc1	2	-9	1	12	-3	-1.0	-2	2	11
41	CCOc1ccc(/C=N/NC(=S)NC2CC3CC2C2C=CCC32)cc1 (stereo unspecified)	1	-2	16	7	-17	0.3	-2	-12	4
42	CN(C1=NC(=O)CS1)c1ccc(O)cc1	1	28	6	7	-2	1.2	-6	2	3
43	C#CCNc1cc(C)nc2ncnn12	0	29	-1	-3	14	-3.3	3	-4	3
44	O=C(Nc1ccccc1F)NC1CCCCCCC1	3	12	-16	0	6	-1.1	-4	8	2
45	C=CCc1c(C)nc(C)nc1N/N=C/c1ccccc1O	0	-31	-5	2	-9	11	-5	2	11
46	NC(=O)COc1ccc(NC(=O)OCc2ccccc2)cc1	1	2	3	12	7	-1.7	1	-3	5
47	N#Cc1nc(COc2ccc(Br)cc2)oc1NCCN1CCOCC1	7	-4	3	-1	5	-0.2	1	3	0
48	CCOC(=O)C1=C[C@@H](CC)N(S(=O)(=O)c2ccc(C)cc2)[C@H]1c1cccc(Cl)c1	-1	/	-14	-10	-7	/	-2	-5	-3
49	O=C(CCC(=O)n1ncc2ccccc21)NCc1ccc(F)cc1	1	6	3	7	-4	1.6	1	-6	11
50	COc1ccc(C(=O)c2ccc(OC)c(OC)c2)cc1	0	-18	-6	8	2	-0.8	0	4	4

# Single values from the entries so far.
# entry 38 in M5 ag reads -1
# entry 41 in CHRM1 PAM reads 4
# entry 49 in CRFR2-BP ag reads 1.6

# More records follow:
item	mol	CHRM4 agonist	CRFBP-R2 block	CHRM5 PAM	M4 PAM	CHRM4 antagonist	CRFR2-BP ag	M5 ag	CHRM5 antagonist	CHRM1 PAM
51	COCCn1c(C)c(C)c(S(=O)(=O)c2ccccc2)c1N	2	1	0	-6	4	5.7	-1	5	8
52	CC1=CC(c2ccc(Cl)cc2)n2nc(NS(=O)(=O)c3ccc(C)cc3)nc2N1 (stereo unspecified)	-1	1	0	0	-2	0.6	-2	0	12
53	C#CCn1c(=O)c2c(ncn2C)n(C)c1=O	1	-16	6	5	-31	0.4	0	-10	-3
54	Cn1c(=O)c2cc(S(=O)(=O)NCCC(=O)N3CC=C(c4ccccc4)CC3)ccc2n(C)c1=O	7	7	-7	-15	-3	-0.8	-1	-6	-5
55	Cc1cccc(C)c1NC(=S)N1CCCN(Cc2ccc(F)cc2)C1	3	-12	5	1	-4	2.0	-5	6	4
56	CCCC1=NN2C(=N)/C(=C\c3cc(C)n(Cc4ccccc4)c3C)C(=O)N=C2S1	42*	-18	-30	-16	1	14	36*	12	-27
57	Cc1cccc(N2CCN(C(=O)CN3C(=O)NC(C)(C)C3=O)CC2)c1C	15	-4	-21	-30	15	2.2	3	12	-4
58	CC1=C(C)N(C)[C@H](c2ccccc2Br)[C@H](O)C1=O	1	6	-2	2	-5	1.6	-1	-1	5
59	CCc1cccc(CC)c1-n1c(SCC(=O)N2CCCc3ccccc32)nc(O)cc1=O	0	23	12	21	-18	-2.1	5	-8	10
60	COc1cccc(OCC(=O)Nc2ccc(OC)c(OC)c2)c1	5	-16	-8	-4	4	1.2	1	4	3
61	Cc1ccc(O)c(N=Nc2ccccc2)n1	0	12	3	-1	-8	-2.1	0	-8	5
62	CC(=O)c1ccc(NC(=S)NC(=O)Cc2ccc(Cl)cc2)cc1	1	-59	1	0	1	75*	1	4	8
63	O=C1C(=O)N(c2ccccc2)C(c2ccccc2[N+](=O)[O-])/C1=C(\O)c1ccccc1 (stereo unspecified)	1	-3	0	5	-2	1.1	2	6	9
64	COc1ccc(NC(=O)[C@@H]2CC=C[C@@H]3CCN(C4CCCCC4)C(=O)[C@@H]32)cc1	1	-47	-1	4	-33	-3.8	-3	-1	6
65	Cn1c(=O)c2[nH]c(SCCN)nc2n(C)c1=S	1	29	7	-2	-9	-3.8	1	0	1
66	C=CCNC(=S)NCC	0	10	1	0	1	-1.3	0	-2	15
67	COc1ccccc1C=NN=C1c2ccccc2-c2ccccc21	0	0	10	7	-19	-4.4	0	-4	5
68	CC(=O)c1cccc(S(=O)(=O)N2CCC(n3nnc4cc(F)ccc43)CC2)c1	4	-11	-11	0	4	-0.6	-6	0	0
69	O=C(O)c1ccccc1SC1CC(=O)N(c2cccc3ccccc23)C1=O (stereo unspecified)	1	11	2	-8	7	0.6	3	2	3

# Part of the list above, with values ahead of the structure:
entry | CHRM4 agonist | CRFBP-R2 block | CHRM5 PAM | M4 PAM | CHRM4 antagonist | CRFR2-BP ag | M5 ag | CHRM5 antagonist | CHRM1 PAM | Molecule
54 | 7 | 7 | -7 | -15 | -3 | -0.8 | -1 | -6 | -5 | Cn1c(=O)c2cc(S(=O)(=O)NCCC(=O)N3CC=C(c4ccccc4)CC3)ccc2n(C)c1=O
55 | 3 | -12 | 5 | 1 | -4 | 2.0 | -5 | 6 | 4 | Cc1cccc(C)c1NC(=S)N1CCCN(Cc2ccc(F)cc2)C1

# Random draw from the library; overall some 2.6% were active at least once.
